# Bioassay records from PubChem BioAssay.
# MPTP block: blocks calcium-induced mitochondrial swelling. isolated mouse mitochondria, Ca2+ swelling absorbance, 30 min. inhibition, % at 10 µM. hit rate 1.4% among 360,000. AID 602449;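 active means inhibition of 50% or more, scaled per plate between neutral and stimulator controls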;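 further: 0% = DMSO wells given calcium and 100% = 1 mM EGTA wells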
# hIAP activ: human IAP activation. P09923. purified human IAP, CDP-Star luminescence, 30 min; stronger effect = higher value; 1 = vehicle-only enzyme, 0 = enzyme-free background. activation factor at 10 µM. hit rate 0.16% among 330,000;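 active means activation factor of the enzyme at least 2-fold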; further: the source names both 10 and 20 µM as test concentration; values of inactives mirror those of a sister screen read the other way
# SENP8 inh: inhibitors of human SENP8 protease; Q96LD8; recombinant SENP8, Nedd8 substrate fluorescence; hit rate 0.64% among 360,000; inhibition, % at 20 µM; AID 602440; in the data active means inhibition mostly above about 40%, no sharp cut-off; inactive means mostly below about 27%
# Target sequence (Q96LD8 whole entry, looked up): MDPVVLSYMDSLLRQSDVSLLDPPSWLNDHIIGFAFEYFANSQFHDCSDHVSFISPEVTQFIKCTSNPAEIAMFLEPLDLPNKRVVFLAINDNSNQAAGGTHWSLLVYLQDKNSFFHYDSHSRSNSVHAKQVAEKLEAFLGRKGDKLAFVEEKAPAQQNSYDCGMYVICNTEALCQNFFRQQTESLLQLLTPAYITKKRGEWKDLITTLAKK
# SENP6 block: inhibitors of human SENP6 protease. Recombinant SENP6 catalytic domain, aminoluciferin luminescence. inhibition, % at 10 µM. hit rate 1.8% among 330,000;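 active means inhibition above about 50% at the single tested dose, limit read from the data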;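 further: plate controls were DMSO wells with enzyme for no effect and DMSO wells lacking enzyme for full effect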
# Target sequence (Q9GZR1 628-1112 limits assumed): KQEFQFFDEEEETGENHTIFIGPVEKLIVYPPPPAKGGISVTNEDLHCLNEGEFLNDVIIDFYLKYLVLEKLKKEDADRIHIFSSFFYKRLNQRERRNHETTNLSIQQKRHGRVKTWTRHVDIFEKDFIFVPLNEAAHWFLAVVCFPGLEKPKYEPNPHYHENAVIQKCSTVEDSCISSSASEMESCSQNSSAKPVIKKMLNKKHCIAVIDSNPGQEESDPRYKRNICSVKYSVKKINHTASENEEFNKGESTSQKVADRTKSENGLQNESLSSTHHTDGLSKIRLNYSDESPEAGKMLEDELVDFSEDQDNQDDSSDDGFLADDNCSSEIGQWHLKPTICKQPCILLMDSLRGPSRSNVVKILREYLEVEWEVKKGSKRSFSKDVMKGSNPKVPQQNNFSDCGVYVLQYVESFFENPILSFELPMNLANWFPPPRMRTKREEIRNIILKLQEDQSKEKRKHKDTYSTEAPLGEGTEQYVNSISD
# ATG4B inhibitor: ATG4B (human) cysteine protease inhibition; hit rate 0.51% among 340,000; ATG4B cleavage of LC3-PLA2, NBD-HPC fluorescence, 1 h; Q9Y4P1; AID 504462; inhibition, % at 8.33 µM; in the data active means inhibition above about 40%
# SENP1 inh: blocks the human SENP1 SUMO protease catalytic domain; Q9P0U3; hit rate 0.21% among 360,000; inhibition, % at 10 µM; recombinant SENP1 catalytic domain, CyPet-SUMO1-YPet FRET cleavage;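 active means inhibition at least 30% at 10 µM, raw YFP signal under a set limit, fluorescence ratio 0.5 to 1.5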;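 further: 0% = enzyme with DMSO and 100% = no enzyme wells; some results filed as inactive read as strong as hits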
# Target sequence (Q9P0U3 419-644 limits assumed): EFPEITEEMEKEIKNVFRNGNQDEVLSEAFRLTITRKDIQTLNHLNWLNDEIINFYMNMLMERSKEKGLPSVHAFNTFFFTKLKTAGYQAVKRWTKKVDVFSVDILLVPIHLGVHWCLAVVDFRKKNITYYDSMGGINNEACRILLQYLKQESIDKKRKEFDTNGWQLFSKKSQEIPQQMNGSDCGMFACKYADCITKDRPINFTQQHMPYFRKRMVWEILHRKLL
#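 Material: hSENP1 catalytic domain, recombinant; medium: Tris pH 8 with BME, BSA, NP40 and catalase; compound: single concentration of 10 µM compound, 0.5% DMSO final; technique: FRET read of cyan and yellow fluorescence; timing: 50 min enzyme reaction, room temperature, light-protected; reagent: SFCypet-SUMO1-SFYpet substrate at 25 nM; control set: no-enzyme low, enzyme-DMSO high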
# NR3A LBD binder: modulates the human NR3A ligand-binding domain. NR3A LBD differential scanning fluorimetry, Tm shift; 0% = protein alone, 100% = glycine-bound protein. Tm shift relative to glycine control, % at 25 µM. hit rate 2.5% among 340,000;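 active means melting temperature shift of at least 10% of the positive control shift, at one fixed dose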
# PfGluPho inh: PfG6PD (Plasmodium falciparum) enzyme inhibition; PfGluPho enzyme, NADPH resazurin-diaphorase fluorescence; inhibition, % at 20 µM; hit rate 0.78% among 350,000; AID 504690;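 active means inhibition reaching at least a set limit at 20 µM in the primary screen, cut at about 59% in these data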;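 further: 0% = DMSO wells with substrate and 100% = DMSO wells lacking glucose-6-phosphate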
# The depositor's hits bear a star; i = inactive; nt = not tested or not shown.
SMILES,MPTP block,hIAP activ,SENP8 inh,SENP6 block,ATG4B inhibitor,SENP1 inh,NR3A LBD binder,PfGluPho inh
COc1ccc(CNC(=O)C2(CC3CC(c4ccccc4)=NO3)CCN(C(=O)Cc3ccc(F)cc3)CC2)cc1 (configuration not stated),-1.4,1.1,7,-19,-3,1,-8,10
COc1cccc(Nc2nc3cc(C)ccc3cc2C)c1,0.1,nt,i,nt,nt,-5,nt,22
CCOc1ccc(C2OC(=O)Cc3cc(OC)c(OC)cc32)cc1 (configuration not stated),1.9,0.93,5,1,-20,-2,nt,7
CNCC(O)Cn1c2c(c3ccccc31)CCCC2 (configuration not stated),1.1,0.99,15,-1,-2,-4,1,2
O=C(Nc1ccccc1)c1cccc(N2CCCC2=O)c1,-1.0,1.1,-1,-17,5,0,1,21
COC(=O)N(NC(=O)C(O)(CCC(C)C)CCC(C)C)c1ccccc1,0.8,0.74,20,-21,-2,0,0,-2
COc1cc(/C=C2/C(=O)NN(c3ccc(C)c(Cl)c3)C2=O)cc([N+](=O)[O-])c1O,3.0,0.67,50*,1,20,2,4,-7
Cn1ccnc1SCC(=O)c1ccc(Cl)cc1,0.2,1,9,-21,0,1,0,-2
CCCc1oc(C(=O)O)cc1CN1CCCC1,-0.8,0.91,8,-3,-10,3,-1,5
Cc1nc(-c2ccc(C(=O)Nc3cc(S(N)(=O)=O)ccc3C)cc2)cs1,-0.8,1.1,19,-2,0,2,-1,17
Cc1ccc(S(=O)(=O)Nc2ccc(O)c(Sc3ncn[nH]3)c2)cc1,-0.9,1,6,2,-1,3,0,29
CC(=O)c1cccc(NC(=O)c2cccc(S(=O)(=O)N(C)C)c2)c1,0.5,0.91,11,4,5,2,0,12
Cc1ccccc1NC(=O)C1CCC(C)(C(=O)O)C1(C)C (configuration not stated),-1.3,1.1,22,6,-1,-1,-1,-15
OC(CN1CCOCC1)C12CC3CC(CC(C3)C1)C2 (configuration not stated),0.2,0.95,24,-9,-3,0,-4,16
CCOc1ccc(OCc2cccc(C(=O)O)c2)cc1,-1.1,0.85,16,99*,20,-1,1,-12
Cc1ccc(NC(=O)c2ccc(NC3=NC4CS(=O)(=O)CC4S3)cc2)cc1 (configuration not stated),0.1,0.98,-3,3,-10,2,1,-3
COc1ccc2oc(C(=O)OCc3nnc(-c4ccccc4)o3)c(C)c2c1,0.0,1,-447,-14,-9,-6,-3,1
Cc1ccc(C(=O)COC(=O)CN2C(=O)C3CC=CCC3C2=O)cc1[N+](=O)[O-] (configuration not stated),-0.6,0.91,6,10,-5,3,-2,-11
O=C(c1cccc(Cl)c1)N1CCC(c2nc3ccccc3[nH]2)CC1,1.0,0.95,29,-6,25,0,2,18
CC(C)OC(=O)/C(=C\C=C\c1ccccc1)NC(=O)c1ccccc1,-1.7,0.99,-30,-9,-7,1,1,-9

# Random excerpt: 4 compounds from above
SMILES,MPTP block,hIAP activ,SENP8 inh,SENP6 block,ATG4B inhibitor,SENP1 inh,NR3A LBD binder,PfGluPho inh
CNCC(O)Cn1c2c(c3ccccc31)CCCC2 (configuration not stated),1.1,0.99,15,-1,-2,-4,1,2
COc1ccc2oc(C(=O)OCc3nnc(-c4ccccc4)o3)c(C)c2c1,0.0,1,-447,-14,-9,-6,-3,1
Cc1ccc(NC(=O)c2ccc(NC3=NC4CS(=O)(=O)CC4S3)cc2)cc1 (configuration not stated),0.1,0.98,-3,3,-10,2,1,-3
O=C(Nc1ccccc1)c1cccc(N2CCCC2=O)c1,-1.0,1.1,-1,-17,5,0,1,21

# New compounds follow.
SMILES,MPTP block,hIAP activ,SENP8 inh,SENP6 block,ATG4B inhibitor,SENP1 inh,NR3A LBD binder,PfGluPho inh
OCCC1CN(Cc2ccc3c(c2)CCO3)CCN1C1CCCC1 (configuration not stated),1.8,1.1,16,17,-7,-1,-1,-1
O=C(CN1CCN(c2ccc(Cl)cc2)CC1)N1CCCC1,-0.6,1,18,-6,6,-1,-1,-30
Cc1ccc(C)n1-c1ccc(C(=O)NN=C2CCCC2)cc1,6.1,1.5,7,1,3,0,-2,3
CCN1CCN(C(=O)C2(NC(=O)Nc3ccccc3Cl)CCCCC2)CC1,-6.0,0.94,19,4,-3,2,0,-7
CC(Sc1nnc(-c2ccncc2)n1C)C(=O)Nc1nccs1 (configuration not stated),0.3,0.97,2,15,-5,-1,-3,4
Cc1ccc(/C=N/c2sc3c(c2C#N)CCC3)o1,-0.4,0.91,16,93*,24,-14,0,15
C=C(C)Cn1c(N2CCCC2)nc2c1c(=O)n(C)c(=O)n2C,0.6,0.9,17,-3,0,1,-1,-9
CN1C(=O)CSc2ccc(NC(=O)Nc3ccccn3)cc21,5.2,0.93,-2,-6,-1,5,-4,19
Cc1ccc(O)c(NC(=O)c2cc(C)no2)c1,1.0,1.2,14,-40,5,-1,1,2
Cc1ccc(-c2csc(NC(=O)CSC3=NCCS3)n2)cc1,38,0.8,13,8,3,1,-3,37
O=C(NCC1CCCO1)c1ccc(OC2CCN(C(=O)C3CC3)CC2)cc1 (configuration not stated),0.3,1.1,18,16,13,-3,-1,-9
O=C(CSc1nnc(Cc2ccccc2)o1)c1ccccc1,0.8,0.95,7,18,-5,0,-1,0
Cc1c(NC(=S)NC(=O)COc2ccccc2)c(=O)n(-c2ccccc2)n1C,0.6,1.1,5,3,0,1,-7,-13
Cn1nc(C(=O)O)c(=O)n(C)c1=O,-2.2,nt,19,nt,-2,2,0,43
COc1cccc(CN(C)C(=O)COc2cccc3c2OC(C)(C)C3)c1OC,-0.1,nt,14,nt,0,-1,-1,-5
CC1(C)C[C@H]2C3=CCC4[C@@]5(C)CC[C@H](O)[C@](C)(CO)C5CC[C@@]4(C)[C@]3(C)C[C@H]3O[C@@H]1[C@H](O)[C@]32CO (some centres not stated),-0.5,0.95,8,3,-12,-1,0,0
COc1ccc(/C=N/NC(=O)c2cccnc2)cc1CSc1ccccn1,6.7,0.87,-25,-13,-6,1,-2,14
c1cncc(-c2cn(C[C@H]3CC[C@@H]([C@@H]4CC[C@H](Cn5cc(-c6cccnc6)nn5)O4)O3)nn2)c1,-1.1,0.84,5,-12,-4,0,-1,13
CCCCn1c(SCC(=O)Nc2cc(C)on2)nnc1-c1cccnc1,-0.4,0.99,9,-13,0,1,-2,-11
COc1ccccc1NC(=O)N(C)C[C@H]1Oc2ncc(Br)cc2C(=O)N([C@H](C)CO)C[C@H]1C,0.9,nt,8,nt,nt,1,nt,14
CNC(=O)COC(=O)c1ccccc1Nc1ccccc1,0.1,1,-32,-7,-4,0,-3,-1
COc1ccccc1NC1CCCCC1NS(=O)(=O)c1ccccc1 (configuration not stated),2.4,1.2,12,-4,26,3,-3,-3
NC(=O)CC1C(=O)N(c2ccc(Cl)cc2)C(=S)N1NC(=O)c1cccc(F)c1 (configuration not stated),5.1,1,12,-9,-2,2,-1,-3
O=C(Nc1ccccc1OC(F)F)c1ccc(F)cc1,-1.5,0.99,16,-4,-4,-1,-1,-11
Cc1cc(C)c(C(=O)Nc2ccc(Br)c(C(F)(F)F)c2)c(C)c1,58*,1.1,8,-4,6,2,-6,27
Fc1ccc(-n2nnnc2-c2cnc(-c3cccs3)nc2C(F)(F)F)cc1,18,1.1,-339,-5,-10,0,-5,11
COCCN(CCOC)Cc1c(O)ccc2c1O/C(=C\c1ccc(C)o1)C2=O,1.1,1,-68,-4,-13,-21,4,63*
COC(=O)c1cccc(C23CC4(C2)[C@H](CN(Cc2ccc(-c5ccccc5)cc2)[C@@H]4c2ccccc2)C3c2ccc(C(F)(F)F)cc2)c1 (some centres not stated),nt,0.88,nt,9,-8,nt,-3,-20
CC(C)Oc1ccc(/C=N/NC(=O)C2CCCN2S(=O)(=O)c2ccc(Cl)cc2)cc1 (configuration not stated),-0.4,0.98,8,-4,-17,-2,-8,13
Cc1ccc(-c2cnn(-c3cccc([N+](=O)[O-])c3)c2N)cc1,3.6,0.89,11,52*,11,-2,-7,-4
COc1c(Cl)cc(C(=O)NCc2ccco2)cc1Cl,7.3,0.81,7,-3,-2,1,7,-2
NC(=O)[C@@H]1CC2(CC(c3cccc(NC(=O)COc4ccc(Cl)cc4)c3)=NO2)CN1C(=O)c1ccccc1 (some centres not stated),-1.7,1.1,10,3,-19,2,-11,16
O=C(c1ccc2c3c(cccc13)CC2)C1CCCN(C(=O)c2ccc[n+]([O-])c2)C1 (configuration not stated),1.0,1,-230,4,-12,5,0,12
Cc1cc(C)cc(OCC(=O)OCC(=O)NCc2ccco2)c1,2.1,1.1,12,2,-6,2,1,-17
CCCC(=O)n1nc(-c2ccco2)nc1SCc1ccccc1,0.0,0.98,2,-14,0,-2,1,22
Clc1ccc2nc(CSCc3ccccc3)cn2c1,-0.1,1.1,-30,16,-3,-1,-3,3
O=C1NCCCC1C(=O)NCCNC(=O)C(F)(F)F (configuration not stated),-0.1,0.91,5,-9,4,1,-3,-8
CN(C)C(CNC(=S)Nc1cccc(Cl)c1)c1cccnc1 (configuration not stated),2.1,1,16,13,-3,1,5,-3
CC(C)CC(=O)Nc1ccc(C(=O)NNC(=S)NC(=O)C2CCCCC2)cc1,2.5,2.6*,4,-24,-8,2,-10,-5
NNC(=O)c1nc2ccccc2s1,0.3,nt,11,nt,nt,3,nt,2
O=C(Nc1ccccc1)N1CCN(S(=O)(=O)c2ccccc2)CC1,-1.6,1,4,13,-5,3,-2,-10
CNC(=O)COC(=O)CCC(=O)c1cccs1,-2.2,0.88,5,-16,1,2,-1,-2
COC(=O)c1ccccc1NC(=O)c1cnn2c(C)cc(C)nc12,0.9,0.99,-94,6,-16,-4,-1,0
CC(C)(C)NC(=O)NC(=O)CN1CCCCCCC1,-0.2,1.1,9,-11,-3,2,-2,0
O=C(CSc1nnc(-c2ccccc2)o1)NC1CCS(=O)(=O)C1 (configuration not stated),-0.3,0.87,16,7,-6,0,3,4
Nc1nc2nc(-c3cccs3)cc(C(F)(F)F)n2n1,-0.5,1.1,-424,-12,-10,-30,1,7

# Molecules above containing a furan ring, fused or not, in the order listed:
SMILES,MPTP block,hIAP activ,SENP8 inh,SENP6 block,ATG4B inhibitor,SENP1 inh,NR3A LBD binder,PfGluPho inh
CCCc1oc(C(=O)O)cc1CN1CCCC1,-0.8,0.91,8,-3,-10,3,-1,5
COc1ccc2oc(C(=O)OCc3nnc(-c4ccccc4)o3)c(C)c2c1,0.0,1,-447,-14,-9,-6,-3,1
Cc1ccc(/C=N/c2sc3c(c2C#N)CCC3)o1,-0.4,0.91,16,93*,24,-14,0,15
COCCN(CCOC)Cc1c(O)ccc2c1O/C(=C\c1ccc(C)o1)C2=O,1.1,1,-68,-4,-13,-21,4,63*
COc1c(Cl)cc(C(=O)NCc2ccco2)cc1Cl,7.3,0.81,7,-3,-2,1,7,-2
Cc1cc(C)cc(OCC(=O)OCC(=O)NCc2ccco2)c1,2.1,1.1,12,2,-6,2,1,-17
CCCC(=O)n1nc(-c2ccco2)nc1SCc1ccccc1,0.0,0.98,2,-14,0,-2,1,22
